# Screening data deposited in PubChem by several laboratories.
# UGM FP inh: blocks M. tuberculosis UGM enzyme; P9WIQ1; purified UGM, fluorescence polarization probe displacement; AID 504406; inhibition, % at 10 µM; 0.06% of 320,000 active; in the data active means inhibition above about 10%, passing the limit was not always enough; inconclusive means no clear call, values can overlap the other calls
# Target sequence (P9WIQ1 whole entry, looked up): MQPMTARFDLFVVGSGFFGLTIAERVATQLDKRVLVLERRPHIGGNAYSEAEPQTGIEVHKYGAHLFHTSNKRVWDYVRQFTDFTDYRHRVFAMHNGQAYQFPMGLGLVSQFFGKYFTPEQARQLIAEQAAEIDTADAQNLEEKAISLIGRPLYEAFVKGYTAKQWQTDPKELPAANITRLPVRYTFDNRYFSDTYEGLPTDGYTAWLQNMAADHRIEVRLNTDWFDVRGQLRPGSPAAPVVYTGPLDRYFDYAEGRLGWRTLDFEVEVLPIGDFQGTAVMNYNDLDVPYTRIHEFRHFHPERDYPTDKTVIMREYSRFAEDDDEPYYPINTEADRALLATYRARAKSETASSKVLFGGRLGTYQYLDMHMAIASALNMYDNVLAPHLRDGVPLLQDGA
# PfHsp40 yeast: compounds rescuing yeast from Plasmodium falciparum HSP40 toxicity. S. cerevisiae expressing PfHsp40, growth rescue, ATP luminescence. growth rescue, % at 12.5 µM. 0.68% of 340,000 active. AID 504582; in the data active means growth rescue above about 28%, passing the limit was not always enough; inconclusive means no clear call, values can overlap the other calls;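 further: yeast W303a lacking pdr1 and pdr3 grown in galactose medium; growth measured after three days at 30 °C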
# Mtb BioA inh: blocks M. tuberculosis BioA enzyme activity | purified M. tuberculosis BioA enzyme, plate reader | inhibition, % at 9.99 µM | 0.096% of 360,000 active; in the data active means inhibition above about 40%; inconclusive means no clear call, values can overlap the other calls
# GDH-TPI counter: inhibits GDH-TPI coupling enzymes, artifact for Mtb FBA screen. inhibition, % at 4.8 µM. GDH-TPI coupled enzyme counterscreen, NADH absorbance. 1.2% of 360,000 active; in the data active means inhibition above about 30%;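 further: 0% = DMSO wells and 100% = wells lacking the enzyme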
# BoNT F protease: blocks Botulinum neurotoxin F light chain protease; Multiplex microsphere protease cleavage assay, flow cytometry; inhibition, % at 10 µM; 0.22% of 360,000 active; AID 588497; in the data active means inhibition above about 35%, passing the limit was not always enough; inconclusive means no clear call, values can overlap the other calls; further: plate controls were buffer without enzyme for full effect and enzyme alone for no effect
# FadD28 binding: blocks FadD28 binding to the bisubstrate probe | 0.22% of 360,000 active | inhibition, % at 12.5 µM | fluorescence polarization; in the data active means inhibition above about 8.5%, passing the limit was not always enough; inconclusive means no clear call, values can overlap the other calls
# BoNT A protease: BoNT A light chain protease inhibition. multiplex microsphere protease substrate cleavage, flow cytometry. 0.17% of 360,000 active. inhibition, % at 10 µM; further: plate controls were buffer without enzyme for full effect and enzyme alone for no effect
# Anthrax LF inh2: inhibitors of Bacillus anthracis lethal factor protease; multiplex microsphere protease cleavage assay, LF; inhibition, % at 10 µM; 0.12% of 360,000 active; AID 588501; further: plate controls were buffer without enzyme for full effect and enzyme alone for no effect
# FBA Mtb inh: inhibitors of M. tuberculosis fructose-bisphosphate aldolase; P9WQA3; purified M. tuberculosis FBA, fluorescence read-out; inhibition, % at 1 µM; 2.3% of 360,000 active; AID 588726; in the data active means inhibition above about 27%;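 further: 0% = vehicle and 100% = reference inhibitor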
# Target sequence (P9WQA3 whole entry, looked up): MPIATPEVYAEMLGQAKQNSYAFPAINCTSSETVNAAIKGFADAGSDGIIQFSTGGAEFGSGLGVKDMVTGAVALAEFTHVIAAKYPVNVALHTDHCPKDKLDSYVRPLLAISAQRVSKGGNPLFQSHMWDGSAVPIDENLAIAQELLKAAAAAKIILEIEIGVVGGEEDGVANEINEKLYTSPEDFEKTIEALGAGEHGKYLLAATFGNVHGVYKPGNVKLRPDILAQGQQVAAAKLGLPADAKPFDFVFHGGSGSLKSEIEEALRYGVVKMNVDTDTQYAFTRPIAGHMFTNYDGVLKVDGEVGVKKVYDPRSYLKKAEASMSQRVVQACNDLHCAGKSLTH
# Active calls of the source: *; ? = inconclusive; · = not tested or not shown; + = active, no number. Unless noted, no stated cut-off is given here; in the data, active means inhibition above about 30%; inconclusive means no clear call, values can overlap the other calls; inactive means below that. Outcome played no part in choosing rows (roughly 4.7% active in at least one column).
SMILES,UGM FP inh,PfHsp40 yeast,Mtb BioA inh,GDH-TPI counter,BoNT F protease,FadD28 binding,BoNT A protease,Anthrax LF inh2,FBA Mtb inh
CN(Cc1nc2ccccc2c(=O)[nH]1)C(=O)c1ccc(S(=O)(=O)N(C)C)cc1,2.4,0.4,-0.3,-11,1,-3.3,1.2,1,-1
Cc1[nH]c2ccccc2c1/C=N/NC(=O)c1cc(-c2ccncc2)nc2ccccc12,1.4,1.4,-2.2,29,0,-5.2,0.5,-3,-2
Cc1ccc(S(=O)(=O)NCC(=O)N(CC(=O)NCC2CCCO2)CC2CCCO2)cc1 (configuration not stated),1.8,0.4,-1.7,2,-2,1.3,0.2,-3,0
Cc1ccccc1-c1nc(CN(C)C(C)c2ccon2)c(C)o1 (configuration not stated),3.9,·,·,5,-5,-4.5,0.2,-1,2
COC(=O)NNC(=O)/C=C/c1ccccc1,-0.2,-1.1,·,0,-4,0.3,-0.4,1,2
Cc1cccc(C(=O)Nc2ccc3c(c2)C(=O)N(CC(C)C)C3=O)c1,4.3,0.2,1.4,-2,-5,-4.8,-1.5,-2,8
O=C1/C(=C\c2ccc(O)cc2)SC(=S)N1Cc1ccccc1,-17,3.0,-2.9,8,·,-0.7,·,·,-4
CC(=O)OC[C@@H]1CN(Cc2ccccc2)C[C@H](n2cnc3c(NC4CCC4)ncnc32)O1,·,·,-2.4,7,-1,-1.3,0.4,1,4
COc1ccc(CC(=O)N(C)CC(=O)Nc2cccc(F)c2)cc1S(=O)(=O)N1CCOCC1,2.9,0.0,0.0,2,0,-0.9,-0.2,-1,0
CN1CCc2nc(NC(=O)c3cccc(S(=O)(=O)N4CCc5ccccc54)c3)sc2C1,0.8,-1.2,-3.3,9,16,-5.4,3.2,5,-3
Cc1ccc(-n2nnnc2SCc2nc3sc(C)c(C)c3c(=O)[nH]2)cc1,2.0,-1.1,-1.0,1,-4,-3.3,0.6,0,0
O=C(Nc1cc(=O)[nH]c(=O)[nH]1)c1cccc(Br)c1,-2.9,-2.0,·,7,-5,-3.6,-0.1,-2,-4
Cc1cc(C)c(NC(=O)CSc2nc3ccc(NC(=O)CSc4nnnn4Cc4ccccc4)cc3s2)c(C)c1,0.0,-0.4,·,5,3,1.1,0.1,10,3
Cc1ccccc1N(CC(=O)NCCSC1CCCCC1)S(=O)(=O)c1ccccc1,-0.9,-1.1,-5.7,17,-11,-0.5,-0.4,-10,0
CC(=O)NN1C(=O)/C(=C\c2ccc(O)cc2)SC1=S,-9.6,-2.5,-12,10,2,-0.6,0.5,2,-16
CCCCN1C(=O)C(CC(=O)NCCN2CCOCC2)CC(C(=O)N2CCOCC2)=C1C (configuration not stated),·,·,·,1,1,-0.8,-0.2,10,-1
COc1ccc(C(=O)Nc2ccccc2C(=O)NC(C)C)cc1OC,-1.3,0.7,0.4,5,-13,-4.2,0.5,-1,0
O=C(/C=C/c1ccc(Cl)c([N+](=O)[O-])c1)Nc1ccc(N2CCCC2)cc1,-1.1,-1.7,·,12,-40,-3.7,0.2,-8,-5
CC1(C(=O)NS(=O)(=O)c2ccc(F)cc2F)CCN1C(=O)Cc1cccc2ccccc12 (configuration not stated),·,·,3.9,-4,-3,-5.2,-0.5,-2,-1
CC(NC(=O)c1cc2ccccc2o1)c1ccccc1 (configuration not stated),-1.8,-1.4,·,-7,2,-4.4,0.3,-1,-2
CCOc1ccccc1N(C)C(=O)c1cc2c(=O)n(CC)c3ccccc3c2s1,-6.6,0.6,-0.1,42*,4,-14,-0.4,2,4
CCCCN(C)CCNC(=O)c1cc2c(-c3ccccc3F)nn(C)c2s1,1.7,-0.7,1.1,6,-30,-4.5,-4.4,-15,46*
COc1ccc(NC(=O)C2CCCN(S(=O)(=O)c3cccc4cccnc34)C2)cc1OC (configuration not stated),0.2,-0.1,2.1,-11,-3,-3.0,-0.4,-1,0
Cc1ccc(C(=O)N2CCN(Cc3ccc4c(c3)OCO4)CC2)c(Cl)c1,0.7,-0.8,2.2,-4,-16,-4.1,0.7,4,-2
C=CCOC(=O)C1=C(C)OC(N)=C(C#N)C1c1c(C)nn(-c2ccccc2)c1Cl (configuration not stated),-4.3,0.6,1.5,8,?,-3.6,-0.4,4,-1

# Just FBA Mtb inh, Mtb BioA inh and UGM FP inh (four entries from above):
Structure	FBA Mtb inh	Mtb BioA inh	UGM FP inh
COc1ccc(CC(=O)N(C)CC(=O)Nc2cccc(F)c2)cc1S(=O)(=O)N1CCOCC1	0	0.0	2.9
Cc1ccccc1N(CC(=O)NCCSC1CCCCC1)S(=O)(=O)c1ccccc1	0	-5.7	-0.9
O=C1/C(=C\c2ccc(O)cc2)SC(=S)N1Cc1ccccc1	-4	-2.9	-17
COc1ccc(NC(=O)C2CCCN(S(=O)(=O)c3cccc4cccnc34)C2)cc1OC (configuration not stated)	0	2.1	0.2

# Next part.
SMILES,UGM FP inh,PfHsp40 yeast,Mtb BioA inh,GDH-TPI counter,BoNT F protease,FadD28 binding,BoNT A protease,Anthrax LF inh2,FBA Mtb inh
CCCC/C(O)=C/c1nc2ccccc2[nH]c1=O,2.7,-1.6,-1.0,18,5,-0.8,1.0,-2,7
COc1ccc(CNC(=O)c2ccccc2[N+](=O)[O-])cc1,-0.6,-1.7,·,7,-6,-4.2,-0.2,-4,-2
CCOC(=O)c1c(C)n(C)c2ccc(OC)c(NC(=O)CCN3CCSCC3)c12,-0.5,1.0,-2.3,7,-7,0.3,-0.1,5,2
CCC(C)Sc1ccc([C@@H]2[C@H]3C(=O)N(CC)C(=O)[C@H]3[C@]3(C(=O)OC)CCCCN23)cc1 (some centres not stated),-0.5,6.7,2.9,2,22,0.8,-2.8,2,-1
Cn1cc(S(=O)(=O)NCCc2ccccc2)c(=O)n(C)c1=O,1.0,1.2,-0.6,9,1,-3.1,-0.2,-2,1
COc1ccc(OC)c(S(=O)(=O)NCC(c2cccs2)N2CCc3ccccc3C2)c1 (configuration not stated),2.8,0.8,-0.1,7,0,-3.3,0.3,2,-2
O=C(Nc1ccn(Cc2c(F)c(F)cc(F)c2F)n1)c1ccc(COc2ccccc2Cl)cc1,1.3,-0.5,·,4,-31,-2.6,-1.2,-2,-3
CC(C)c1cc(C(=O)NC2CCCc3c2cnn3-c2ccccc2F)no1 (configuration not stated),1.6,0.6,0.4,-2,-2,-1.1,-2.0,1,0
CCOC(=O)c1sc2nc(COC(=O)c3c(F)cccc3F)[nH]c(=O)c2c1C,1.3,0.0,-0.3,3,0,-4.7,0.1,-5,8
CCc1cccc(NC(=O)Cn2cc(C=O)c3ccccc32)c1,-0.1,-1.2,-1.1,12,0,-3.9,0.2,-6,2
CCOC(=O)c1c(CN2CCN(C)CC2)oc2ccc(O)cc12,2.7,0.7,-0.5,-8,1,-0.2,-0.4,-18,2
COc1ccc(/C(N)=N/OC(=O)c2c(-c3ccccc3Cl)noc2C)cc1OC,2.9,0.4,-1.0,-1,11,?,2.2,6,0
COc1ccc2c(c1)-c1nc(/N=C/c3c(O)ccc4ccccc34)sc1CC2,·,0.3,·,11,-2,-1.0,0.9,-1,1
CCCCCCOC(=O)C1=C(C)NC(=O)NC1c1ccc2c(c1)OCO2 (configuration not stated),1.4,-1.3,-1.7,0,-18,-2.0,0.5,13,-1
CC(C)N1C(=O)CCC1C(=O)NCCc1ccc(Cl)cc1 (configuration not stated),1.0,0.4,1.9,-23,1,-3.9,-0.8,1,-4
COc1ccc(/C=C/C(=O)O)cc1S(=O)(=O)N1CCCCC1,1.6,-0.2,-5.9,5,-2,0.0,-1.0,-7,0
CC1=NC(C#N)=C(C#N)NC(C)(C)C1,-1.1,-1.2,·,-3,-3,-3.8,-0.4,-5,0
O=C(NCCNS(=O)(=O)c1ccc(C(F)(F)F)cc1)N1CCOCC1,2.2,1.9,·,-6,-4,-1.1,-0.2,-10,2
O=c1c(O)c(-c2cccs2)oc2ccccc12,-2.6,2.1,0.5,7,3,-0.4,31*,1,-5
Cc1ccc(O)c(CN2CCN(c3ccccc3)CC2)c1,-0.8,-1.1,0.2,-8,-12,-3.1,0.3,-1,4
CCCc1nn(C)c2c(=O)[nH]c(-c3cc(S(=O)(=O)N(CCO)CCO)ccc3OCC)nc12,-0.3,0.6,·,2,-5,-0.6,-0.4,-2,0
O=C(NCc1ccncc1)C1CCN(S(=O)(=O)Cc2ccccc2)CC1,-0.2,0.8,0.3,1,1,-3.6,1.5,1,1
Cc1ccc2ncnc(NCCCN3CCOCC3)c2c1,2.0,0.1,-0.2,12,8,-0.4,4.0,0,1
O=C(CSc1ncc(-c2ccccc2)[nH]1)Nc1cccc(O)c1,-1.2,-0.4,0.1,12,-3,-0.6,-0.7,0,0
Cc1cc(NC(=O)C(C)Sc2nc(-c3cccs3)nc3ccccc23)no1 (configuration not stated),·,0.4,-0.3,14,1,-4.4,0.4,0,3

# Reformatted as labelled records: entries from further up.
SMILES: CCCCCCOC(=O)C1=C(C)NC(=O)NC1c1ccc2c(c1)OCO2 (configuration not stated)
  UGM FP inh = 1.4
  PfHsp40 yeast = -1.3
  Mtb BioA inh = -1.7
  GDH-TPI counter = 0
  BoNT F protease = -18
  FadD28 binding = -2.0
  BoNT A protease = 0.5
  Anthrax LF inh2 = 13
  FBA Mtb inh = -1
SMILES: O=C(NCc1ccncc1)C1CCN(S(=O)(=O)Cc2ccccc2)CC1
  UGM FP inh = -0.2
  PfHsp40 yeast = 0.8
  Mtb BioA inh = 0.3
  GDH-TPI counter = 1
  BoNT F protease = 1
  FadD28 binding = -3.6
  BoNT A protease = 1.5
  Anthrax LF inh2 = 1
  FBA Mtb inh = 1
SMILES: O=C(CSc1ncc(-c2ccccc2)[nH]1)Nc1cccc(O)c1
  UGM FP inh = -1.2
  PfHsp40 yeast = -0.4
  Mtb BioA inh = 0.1
  GDH-TPI counter = 12
  BoNT F protease = -3
  FadD28 binding = -0.6
  BoNT A protease = -0.7
  Anthrax LF inh2 = 0
  FBA Mtb inh = 0

# (next part)
SMILES,UGM FP inh,PfHsp40 yeast,Mtb BioA inh,GDH-TPI counter,BoNT F protease,FadD28 binding,BoNT A protease,Anthrax LF inh2,FBA Mtb inh
O=c1ccc(-c2ccc(S(=O)(=O)Nc3ccccc3Cl)o2)n[nH]1,4.7,0.4,-0.6,13,5,-0.5,-0.5,0,1
CCOC(=O)COc1c(Cl)cc(C2NC(=S)NC(c3ccccc3)=C2C(C)=O)cc1OCC (configuration not stated),1.9,-0.7,-0.3,1,1,-1.8,-0.1,-1,2
O=C(NCc1cccs1)C1CCCN(S(=O)(=O)c2ccc(Br)s2)C1 (configuration not stated),-0.6,0.7,-1.1,-11,16,-6.1,1.0,5,3
Cc1ccc(S(=O)(=O)NC(=NCC(=O)O)c2ccccc2)cc1,-1.0,2.1,-0.3,-1,-3,1.9,0.2,8,1
CCn1ncc(/C=N\NC(=O)Cc2ccc([N+](=O)[O-])cc2)c1C,1.5,-1.0,-3.4,4,1,-0.9,0.4,4,-2
CCn1c(=N)n(CC(O)c2ccco2)c2ccccc21 (configuration not stated),-5.6,0.0,-2.4,-1,-19,-0.6,-11,-2,-1
O=C(NCC1CCCO1)c1[nH]c(C(F)(F)F)nc1-c1ccccc1 (configuration not stated),·,·,-0.5,·,-5,-2.4,-0.7,3,-1
COc1cc(C2NC(=O)NC(c3ccccc3)=C2C(C)=O)cc(Cl)c1OCC(=O)O (configuration not stated),4.7,-0.4,·,14,1,0.0,0.4,-1,-1
CC(=O)N1CCC(N(CCN2CCOCC2)C(=S)Nc2cc(C)ccc2C)CC1,0.5,1.2,·,0,2,-0.2,-0.3,1,3
Cc1c(C)c2c(OCC(=O)N3CCC[C@H]3C(=O)O)cc3c(c2oc1=O)CCC(C)(C)O3,1.0,2.0,0.0,13,8,-2.0,-0.3,2,+
COc1ccc(-c2cn[nH]c2C)cc1OC,2.2,-0.7,·,8,7,0.3,-0.4,-1,7
